From PubChem
ASM inhibitor: blocks human secretory acid sphingomyelinase; placental ASM, HMU-PC fluorogenic substrate, 60 min; AID 504937; actives 0.006% (n = 340,000); P17405; Potency, µM (top dose mostly 57.5 µM), inactives show at the top dose activity change, negative = inhibition, actives largely listed as inhibitors; note: potency is the fitted concentration of half-maximal effect
Target sequence (P17405 47-631 limits assumed): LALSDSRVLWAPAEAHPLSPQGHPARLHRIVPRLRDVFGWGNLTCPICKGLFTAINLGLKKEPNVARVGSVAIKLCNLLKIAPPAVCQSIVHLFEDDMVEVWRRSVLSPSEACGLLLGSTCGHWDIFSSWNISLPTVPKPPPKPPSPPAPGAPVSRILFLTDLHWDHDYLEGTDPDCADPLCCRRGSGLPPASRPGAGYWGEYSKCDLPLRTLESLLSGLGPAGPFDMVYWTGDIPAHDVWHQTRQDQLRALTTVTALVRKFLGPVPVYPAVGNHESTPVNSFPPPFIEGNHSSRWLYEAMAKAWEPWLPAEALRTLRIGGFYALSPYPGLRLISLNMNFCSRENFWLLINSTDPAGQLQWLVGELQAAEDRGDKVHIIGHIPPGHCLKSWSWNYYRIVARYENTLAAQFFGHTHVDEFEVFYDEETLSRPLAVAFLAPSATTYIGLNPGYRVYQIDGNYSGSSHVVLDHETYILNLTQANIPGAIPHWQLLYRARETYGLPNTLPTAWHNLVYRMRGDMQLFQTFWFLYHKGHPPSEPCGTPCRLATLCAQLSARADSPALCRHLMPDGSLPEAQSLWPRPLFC
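Human placenta-derived ASM enzyme was preincubated with compound for 10 minutes at room temperature, then given fluorogenic substrate HMU-PC0 (9 uM final) for 60 minutes at 37 °C; a pH 10 stop preceded fluorescence reading at Ex 386/Em 447 nm.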
MBNL1 CUG block: blocks human MBNL1 binding to CUG repeat RNA | Q9NR56 | TR-FRET MBNL1-His/biotin-(CUG)12 binding, 665/545 ratio | Potency, µM (doses to about 57.5 µM), inactives show top-dose activity change, negative = inhibition, actives largely listed as inhibitors | actives 0.036% (n = 280,000) | AID 2675; active = well fitted inhibition curve with a large enough effect in the signal ratio, with a control signal flat, not every such curve was filed as active; inconclusive = small, poorly fitted or top-dose-only effect, or effect the other way, or a change in a side signal; inactive = no such curve, though single readings can be large or run the other way; the % refers to the signal ratio; note: potency is the fitted concentration of half-maximal effect; % is set by controls: 0 for no effect and ±100 for the full control effect
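His-tagged MBNL1 binding to biotinylated (CUG)12 RNA was measured by TR-FRET using terbium anti-His antibody (0.055 ng/ul final) and streptavidin-XL665 (5 nM final). Compounds were titrated 92 nM to 58 uM; 60 min at room temperature.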
MLL CXXC-DNA inh: inhibitors of human MLL CXXC domain-DNA interaction. Q03164. MLL-CXXC / FITC-HOXA9 DNA fluorescence polarization. Potency, µM (top dose mostly 115 µM), for the others: at the top dose activity change, negative = inhibition, usual class: inhibitors. actives 0.037% (n = 290,000). AID 2662; active = well fitted inhibition curve with a large enough effect in the polarisation, with a control signal flat, not every such curve was filed as active; inconclusive = small, poorly fitted or top-dose-only effect, or effect the other way, or a change in a side signal; inactive = no such curve, though single readings can be large or run the other way; the % refers to the polarisation; note: potency is the fitted concentration of half-maximal effect
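Steps: dispense CXXC domain solution (7 uM) → pin compounds or unlabeled HOX-A9 DNA control → 5 min ambient → add FLSN-HOX-A9 solution (50 nM) → spin → 30 min ambient → fluorescence polarization. Tris pH 7.5/NaCl/DTT/BSA buffer.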
hERG WT inh: KCNH2 (human, wildtype) channel inhibition. AID 720551. U2OS, BacMam KCNH2, thallium flux FluxOr; stronger effect = lower value. activity change, % at 1.84 µM. actives 0.37% (n = 340,000). Q12809;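 active = maximum activity change below -70%; inconclusive = maximum activity change between -70% and -50%; inactive = maximum activity change above -50%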; note: % is set by controls: 0 for no effect and ±100 for the full control effect
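U2OS cells were transduced with wild-type KCNH2 virus (2.03 x 10^8 / mL) for 4 h at room temperature, then cultured overnight at 37 C. Thallium flux was read with FluxOr dye. Rate constants were normalized to DMSO controls.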
a7 integrin act: activates integrin-mediated alleviation for muscular dystrophy; alpha7betagal myoblasts, beta-gal FDG fluorescence, 48 h; Potency, µM (series often up to 38.3 µM), inactives show at the top dose activation, most hits filed as activators; actives 0.064% (n = 350,000);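 note: potency is the fitted concentration of half-maximal effect; 100% = response of the positive control SU9516; nearly all actives have a fitted effect of over 60% in size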
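alpha7betagal+/- myoblasts (passage 13, 250/well) treated 48 h at 37C with compounds at 1:260 dilution of DMSO stock. Lysed, then beta-galactosidase activity read as FDG fluorescence (ex 480/em 540) after 30 min, with pre-read for autofluorescence.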
KCNH2 3.1 block: inhibitors of human KCNH2 3.1 potassium channel isoform; U2OS KCNH2 3.1, thallium flux FluxOr; stronger effect = lower value; activity change, % (tested at about 1.8 µM); actives 0.95% (n = 340,000); AID 720553;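 active = maximum activity change below -70%; inconclusive = maximum activity change from -70% to -50%; inactive = maximum activity change above -50%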;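 note: thallium influx rate constant from kinetic fluorescence after stimulation buffer; % is set by controls: 0 for no effect and ±100 for the full control effect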
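U2OS cells transduced with KCNH2 3.1 mutant virus (1.77 x 10^8 /mL, 4 h), plated overnight at 37 C, loaded 45 min with FluxOr dye plus Red40 quencher. Thallium flux rate constant from kinetic reads after stimulation buffer, normalised to controls.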
Coupling enz: counter-screen for Giardia aldolase inhibitors: coupling enzyme system; AID 2472; activity change, negative = inhibition, % at 58.2 µM, hits read low; actives 0.67% (n = 290,000); coupling enzyme system counterscreen, AmpLite Red fluorescence; in the data active = activity change below about -30%; note: % is set by controls: 0 for no effect and ±100 for the full control effect
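Coupling enzymes only (glyceraldehyde-3-phosphate) + compound, at 57.5 uM final, 10 min RT; add substrate/coupling/AmpLite Red mix, 20 min RT; fluorescence ex 525/em 598 nm. Actives flag coupling-system interference.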
AT treatment: potential ataxia-telangiectasia treatment | […] A-T fibroblasts, KAP-1 phosphorylation AlphaLISA; neocarzinostatin DNA damage 30 min before lysis | Potency, µM (top dose mostly 57.5 µM), for inactives: top-dose activation, most hits filed as activators | actives 0.19% (n = 320,000); note: potency is the fitted concentration of half-maximal effect; % of control where 0% means no effect; nearly all actives have a fitted effect of over 45% in size
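ATM-like activity read as KAP-1 phosphorylation via AlphaLISA donor/acceptor antibody pairs after lysis and 6 hr at 25C. Cells were ATM-null patient fibroblasts ([…], hTERT), dosed 60 min, then exposed to the DSB inducer NCS for 30 min.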
GALK inhibitor: inhibitors of human galactokinase; Potency, µM (top dose mostly 57.5 µM), for the others: top-dose activity change, negative = inhibition, most hits filed as inhibitors; Purified GALK, Kinase-Glo residual ATP luminescence; actives 0.007% (n = 270,000); note: potency is the fitted concentration of half-maximal effect; % is set by controls: 0 for no effect and ±100 for the full control effect
Target sequence (P51570 whole entry, looked up): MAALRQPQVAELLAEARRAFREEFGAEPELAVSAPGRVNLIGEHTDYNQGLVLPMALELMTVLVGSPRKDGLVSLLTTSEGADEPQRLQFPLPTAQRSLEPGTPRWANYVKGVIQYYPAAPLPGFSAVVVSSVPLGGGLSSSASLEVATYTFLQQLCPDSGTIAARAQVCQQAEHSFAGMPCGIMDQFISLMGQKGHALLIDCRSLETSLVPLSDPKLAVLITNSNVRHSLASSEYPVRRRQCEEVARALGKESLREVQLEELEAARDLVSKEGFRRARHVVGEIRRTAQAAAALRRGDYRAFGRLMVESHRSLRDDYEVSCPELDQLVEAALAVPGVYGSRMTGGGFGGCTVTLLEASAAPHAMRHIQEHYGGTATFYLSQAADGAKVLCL
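GALK at 5 nM final was combined with compound, 35 uM ATP and 100 uM galactose in HEPES pH8.0 with MgCl2 and DTT. The reaction ran one hour at room temperature before luminescent ATP detection.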
TRPV1 ag: activates the human vanilloid receptor TRPV1 | activation, % at 8.33 µM | TRPV1-expressing cells, Fluo-8 calcium influx, agonist mode | actives 0.19% (n = 320,000); in the data active = activation above about 80%; inconclusive = between about 30% and that limit; note: 0% is about no effect
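Cells expressing TRPV1 were dye-loaded with Fluo-8 and read kinetically: 10 s baseline, 3 min after compound (agonist portion), then 2 min after EC20 capsaicin (allosteric enhancer portion). Calcium-bound dye fluorescence at 480/520 nm.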
Starred values were filed as active, the others as inactive; ? = inconclusive; · = not tested or not shown; [ ] = remark or other dose. Unless noted, calls come from the whole dose curve; as a rule, active = well fitted curve in the direction sought with a large enough effect; inconclusive = small, poorly fitted or top-dose-only effect, or another doubt; inactive = no such curve, though single readings can be large; an effect the other way counts as inactive or inconclusive.

SMILES	ASM inhibitor	MBNL1 CUG block	MLL CXXC-DNA inh	hERG WT inh	a7 integrin act	KCNH2 3.1 block	Coupling enz	AT treatment	GALK inhibitor	TRPV1 ag
c1ccc(CCCCc2ccccn2)cc1	1%	·	·	2	5%	4	·	·	·	·
Cc1occc1C(=O)N1CCCC(CO)(Cc2ccc(F)cc2F)C1 (stereo not given)	1%	-2%	10%	-4	11%	-5	·	1%	1%	7
O=C(CCNC(=O)c1ccc(Cl)cc1)Nc1cccc(S(=O)(=O)N2CCCCCC2)c1	-9%	·	·	3	0%	-11	·	9%	·	10
Cn1c(CNc2ccc(Br)cc2)nc2ccccc21	0%	2%	-5%	3	?	16	-3	17%	·	1
COc1ccc(NCN2C(=O)CCC2=O)cc1	2%	-3%	0%	11	13%	-2	-1	2%	-3%	0
Cc1[nH]n(C(N)=S)c(=O)c1N=Nc1cc(-c2ccc(Br)cc2)[nH]n1	-13%	2%	21%	-4	11%	-16	2	-22%	3%	-1
Cc1nonc1NC(=O)CSc1nc(C2CCCCC2)nc2ccccc12	-11%	32%[activator]	-8%	-16	0%	3	3	?	0%	4
CCCn1c(NCc2ccccn2)nc2ccccc21	2%	1%	-7%	2	18%	-4	1	0%	1%	-1
CC(C)(C)c1ccc2c(c1)N(CC(=O)O)C(=O)CO2	-1%	-3%	9%	6	19%	4	8	1%	0%	8
N/C(=N\O)c1ccc(Oc2ccccc2Cl)c([N+](=O)[O-])c1	-3%	?	-7%	-15	?	-36	2	18%	1%	17
C/C(=N\NC(=O)CCCOc1ccc(Cl)cc1C)c1ccc(C)o1	-4%	-12%	-3%	-12	-2%	-5	1	·	2%	27
Cc1ccc(CN(c2ccc(C(=O)N3CCOCC3)cc2)S(C)(=O)=O)cc1	1%	-10%	5%	0	17%	10	1	17%	4%	3
CCOC(=O)C1(Cc2cccc(F)c2)CCN(C(=O)c2cnc(C)cn2)CC1	5%	6%	4%	5	3%	-5	2	-7%	7%	20
CCOCCCNC(=O)CCC(=O)NNc1nc2ccccc2c2nc(-c3ccccc3)nn12	0%	-4%	?	-2	-12%	-3	-5	5%	-1%	0
CC(=O)Nc1ccc(NC(=O)c2c(C)noc2C)cc1	4%	-1%	1%	1	3%	-21	·	5%	-3%	-3
CCC1(c2ccccc2)NC(=O)N(CC(=O)N(C)CC(=O)Nc2cccc(F)c2)C1=O (stereo not given)	3%	2%	?	-5	-6%	-3	0	-8%	4%	2
COc1cccc(N2CCN(CC(=O)Nc3ccccc3C(=O)NCc3ccccc3)CC2)c1	-2%	·	·	3	5%	-7	·	12%	·	15
CCCOc1ccc(CC(=O)NCC2(c3ccccc3)CCOCC2)cc1OC	2%	3%	-5%	-2	-10%	-3	0	10%	2%	3
Cc1noc(C)c1S(=O)(=O)Nc1ccc(C#N)cc1	-1%	5%	2%	5	?	-16	·	2%	-3%	3
Nc1sc2c(c1C(=O)NC1CCS(=O)(=O)C1)CCCC2 (stereo not given)	9%	7%	10%	-10	2%	23	-16	-7%	-2%	-3
CCCCn1c(-c2cccc(Br)c2)nc2cc3[nH]c(=O)c(C(C)C)nc3cc21	·	6%	3%	0	4%	-11	-7	-1%	·	1
Cc1ccccc1NC(=S)N(Cc1cccnc1)Cc1ccccc1Cl	3%	-6%	-2%	6	-1%	-4	-3	2%	9%	13
Cc1ccc(Oc2ccc(S(=O)(=O)Nc3ccc(C(=O)O)cc3)cc2)cc1	-1%	·	·	-7	-25%	-14	·	-6%	·	-5
Cc1ccccc1-c1nnn(Cc2ccc(-c3nn[nH]n3)cc2)n1	13%	-8%	-1%	0	9%	8	0	8%	1%	0
CC(=O)N1CC(C)Sc2ccc(S(=O)(=O)NCc3ccccc3Cl)cc21 (stereo not given)	0%	0%	-3%	6	-14%	8	·	15%	2%	?
Cc1nn(C)cc1NC(=O)Cn1nc(C(F)(F)F)cc1C1CC1	2%	-9%	-3%	7	-12%	-11	-1	-6%	2%	4
O=C(COC(=O)C1CCCCC1)Nc1cc([N+](=O)[O-])ccc1F	-2%	?	10%	-12	-6%	4	-2	-7%	9%	7
COc1ccc(-n2c(C)cc(C(=O)COC(=O)c3ccc(O)cc3O)c2C)cc1	-12%	·	·	3	-47%[inhibitor]	-14	·	-7%	·	?
Cc1ccc(C(=O)C(C)N(C(=O)c2ccc(Cl)cc2Cl)N2C(=O)CCCC2=O)cc1 (stereo not given)	-1%	-7%	5%	3	7%	-7	10	1%	0%	0
CNC(=S)N(C1=NCC(c2ccc([N+](=O)[O-])cc2)S1)c1ccccc1 (stereo not given)	0%	?	53%[activator]	5	-59%[inhibitor]	-4	-1	-12%	-4%	15
Cc1cc(F)ccc1S(=O)(=O)Nc1ccccc1C(=O)NC1CCN(Cc2ccccc2)CC1	4%	·	·	49	-6%	-26	·	0%	·	12
O=P(c1ccccc1)(c1ccccc1)c1cc(Br)cc(Br)c1OCCO	-3%	-5%	7%	-3	8%	-4	4	-14%	0%	?
CCOC(=O)C1CCN(C(=O)CCNS(=O)(=O)c2cc(Br)cnc2N)CC1	1%	-9%	24%	5	-23%	-3	·	-6%	13%	14
CCCCN(C)CCCNC(=O)c1ccc2c(c1)N(CC)C(=O)c1ccccc1S2=O (stereo not given)	0%	-2%	-1%	4	8%	14	1	8%	2%	1
Cc1cccc(CC2S/C(=N/N=C/c3ccco3)NC2=O)c1 (stereo not given)	-2%	5%	-1%	·	-54%[inhibitor]	2	1	-2%	-1%	-2
Cn1cc(Br)c(-c2cccc(NC(=O)CCC(=O)O)c2)n1	-3%	-10%	0%	18	4%	0	3	3%	10%	-1
COc1ccc(C(=O)Nc2ccc(NC(=O)CSc3nnc(-c4ccncc4)n3C)cc2)cc1	-1%	-9%	4%	4	-30%	0	1	24%	0%	-1
Clc1cccc(Cl)c1CSc1nnc(CN2CCOCC2)n1-c1ccccc1	1%	1%	8%	-5	20%	7	0	9%	1%	7
O=S(=O)(c1ccc(Br)s1)N1CCN(c2ccc(F)cc2)CC1	-2%	106%[activator]	-12%	3	20%	-24	0	1%	-3%	0
CCN(CC)CCCN1C(=O)C(=O)/C(=C(/O)c2ccc3c(c2)OCCO3)C1c1ccc(C)o1 (stereo not given)	·	5%	0%	·	·	·	1	18%	1%	·
Cc1cccc2sc(NC(=O)Cn3cccc3)nc12	-3%	-1%	3%	-13	0%	-4	0	2%	-2%	29
NC(=O)c1cnn2c(-c3ccc(Cl)cc3Cl)ccnc12	33%	3%	-22%	-5	16%	21	1	23%	-2%	-3
FC(F)C(F)(F)C(F)(F)C(F)(F)c1cc(-c2ccccc2)n[nH]1	-8%	0%	-2%	16	33%[7.66 µM]	-14	-4	-5%	-5%	12
CCCN(CC(=O)Nc1ccc(F)c(F)c1F)C(=O)c1cc([N+](=O)[O-])ccc1N1CCOCC1	-5%	·	·	?	1%	-3	·	-3%	·	1
CCn1c(-c2cccn(Cc3ccccc3)c2=O)n[nH]c1=S	2%	0%	-1%	1	?	2	0	6%	1%	4
O=S1(=O)N=C(Nc2ccc(N3CCOCC3)cc2)c2ccccc21	-1%	?	-10%	8	-19%	2	-2	8%	-3%	4
COc1ccc(COC(=O)Nc2cn(C)nc2C(F)(F)F)cc1	0%	-5%	14%	1	13%	-11	1	-1%	13%	-3
c1ccc(CN2CCC(Nc3nc(-c4cccs4)nc4ccccc34)CC2)cc1	-2%	-2%	30%	·	-13%	-73*	-8	-5%	9%	-4
COc1ccccc1C(=O)NCCn1ccc2ccccc21	-2%	3%	0%	-2	-7%	-24	2	14%	1%	16
CC(C(=O)OCC(=O)Nc1ncc(Cl)cc1Cl)N1C(=O)c2ccccc2C1=O (stereo not given)	1%	3%	?	28	-4%	-1	3	-2%	-1%	2
CSc1ccc(S(=O)(=O)NCCSc2ccccn2)cc1	2%	-4%	80%[activator]	3	-15%	6	1	-1%	2%	13
Cc1cccc(C(=O)N2CCN(c3ncnc4c3cnn4-c3ccccc3)CC2)c1	-2%	-17%	-10%	2	14%	-13	-4	-6%	-3%	3
COc1ccc(Br)cc1[C@H]1[C@H]2C=CC[C@@H](C)[C@@H]2C(=O)N1Cc1ccccc1	-9%	-1%	-7%	-13	16%	-38	1	40µM*	-4%	?
COCCCNC(=S)N/N=C/c1ccc(O)cc1O	113%[activator]	8%	-22%	14	-34%	0	0	-23%	2%	0
